# Screening results from PubChem BioAssay.
# FLuc counter: inhibits or activates purified firefly luciferase, miR-21 counter-screen | P08659 | 360,000 tested, 6.9% active | purified FLuc, Km substrates, luminescence inhibition | Potency, µM (doses to about 57.5 µM), for inactives: top-dose activity change, negative = inhibition, usual class: inhibitors;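 note: plate controls were vehicle for no effect and reference inhibitor for full effect; nearly all actives have a fitted effect of over 55% in size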
#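 Purified P. pyralis luciferase, 10 nM final, with Km-level 10 uM D-luciferin and 10 uM ATP in 50 mM Tris acetate pH 7.5, 10 mM Mg acetate, 0.01% Tween-20, 0.05% BSA; 6-point qHTS titration about 60 µM downward; luminescence read.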
# uPA generation: blocks generation of uPA at the cell surface. cell surface uPA generation assay, qHTS. AID 540303. Potency, µM (series often up to 38.3 µM), without a hit: top-dose activity change, negative = inhibition, most hits filed as inhibitors. 330,000 tested, 0.31% active; active = well fitted inhibition curve with a large enough effect; inconclusive = small, poorly fitted or top-dose-only effect; inactive = no such curve, though single readings can be large or run the other way; tested in mouse RAW 264.7 cells; note: % is set by controls: 0 for no effect and ±100 for the full control effect; nearly all actives have a fitted effect of over 55% in size
# NPC1 prom act: activators of NPC1 promoter. Potency, µM (doses to about 9.22 µM), for inactives: top-dose activation, hits mostly activators. 320,000 tested, 2.4% active. Huh7 NPC1 promoter luciferase reporter, 24 h;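 note: % of control where 0% means no effect; nearly all actives have a fitted effect of over 60% in size; reporter is driven by a mutant NPC1 promoter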
#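 Huh7 cells stably carrying NPC1 promoter–luciferase, plated in Opti-MEM with 10% FBS for 2 h, were exposed to compound in DMSO for 24 h at 37 °C; luciferase reagent was added for 10 min and luminescence read.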
# p53 reactivator: mutant p53 re-activation in reporter cells. H1299 p53-A138V BP100-luciferase reporter, luminescence, 24 h. Potency, µM (highest dose often 92.2 µM), without a hit: at the top dose activity change, positive = activation, usual class: activators. 320,000 tested, 0.063% active. AID 504706; note: % of control where 0% means no effect; nearly all actives have a fitted effect of over 45% in size
#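 p53-null H1299 cells stably carrying temperature-sensitive p53-A138V and a BP100-luciferase reporter were pinned with compounds (4-point, 1:5 series) and held 24 hrs at 37 deg C. Luminescence was read 10 min after detection reagent.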
# RORgamma inh: inhibitors of mouse ROR gamma transcriptional activity | Drosophila S2 Gal4-RORgamma UAS-luciferase reporter, 20 h | Potency, µM (highest dose often 53.6 µM), without a hit: top-dose activity change, negative = inhibition, most hits filed as inhibitors | 310,000 tested, 5.4% active | AID 2551; note: % is set by controls: 0 for no effect and ±100 for the full control effect; nearly all actives have a fitted effect of over 60% in size
# Target sequence (P51450 whole entry, looked up, the tested form may be a part): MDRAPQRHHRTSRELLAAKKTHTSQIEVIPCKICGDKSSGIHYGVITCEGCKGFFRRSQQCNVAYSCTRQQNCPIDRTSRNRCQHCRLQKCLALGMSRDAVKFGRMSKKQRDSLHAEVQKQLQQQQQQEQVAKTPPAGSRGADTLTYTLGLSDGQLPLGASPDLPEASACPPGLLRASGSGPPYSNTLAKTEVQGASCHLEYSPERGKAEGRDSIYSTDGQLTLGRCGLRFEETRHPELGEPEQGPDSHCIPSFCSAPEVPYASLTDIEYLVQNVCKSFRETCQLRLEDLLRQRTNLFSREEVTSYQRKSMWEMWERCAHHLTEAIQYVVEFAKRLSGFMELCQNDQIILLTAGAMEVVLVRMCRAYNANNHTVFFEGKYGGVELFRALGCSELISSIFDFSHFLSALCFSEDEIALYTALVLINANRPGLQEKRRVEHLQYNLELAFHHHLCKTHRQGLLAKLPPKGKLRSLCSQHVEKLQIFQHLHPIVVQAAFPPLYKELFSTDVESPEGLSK
#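 Drosophila Schneider cells stably carrying a metallothionein-driven Gal4 DBD–ROR gamma fusion and a UAS-Photinus luciferase reporter were exposed to compound for 1 hr, then induced with copper sulfate (700 uM final) for 20 hr at ambient temperature before luminescence reading.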
# VP16 counter: inhibits Gal4-VP16 luciferase reporter, ROR gamma counter-screen; AID 2546; Drosophila S2 Gal4-VP16 UAS-luciferase, luminescence, 20 h; Potency, µM (doses to about 53.6 µM), inactives show at the top dose activity, negative = inhibition, most hits filed as inhibitors; 310,000 tested, 3.5% active;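 note: Gal4-VP16 expression switched on by copper sulfate through the metallothionein promoter; % is set by controls: 0 for no effect and ±100 for the full control effect; nearly all actives have a fitted effect of over 50% in size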
# BRCA1 expr act: BRCA1 expression activation. MCF7-BRCA1-FFLuc reporter, luminescence, 48 h; response scale: scaled: vehicle 0%, 10 µM genistein 100%. Potency, µM (titrated, usually from 46.1 µM), without a hit: at the top dose activation, most hits filed as activators. 380,000 tested, 1.1% active. AID 624202; note: nearly all actives have a fitted effect of over 80% in size; some results filed as inactive show a strong effect at the top dose
#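 MCF7 cells carrying a BRCA1-firefly luciferase reporter (2000 cells/well, phenol-red free MEM) were attached for 2 h at 37 °C, then given compounds for 48 h. Luminescence was read 15 min after luciferase reagent; activity normalized to genistein (10 microM) and DMSO.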
# Rab9 prom act: activators of Rab9 promoter. AID 485297. 320,000 tested, 2.8% active. Potency, µM (doses to about 9.22 µM), for inactives: at the highest dose activation, negative = inhibition, hits mostly activators. Huh7 Rab9 promoter-luciferase reporter, luminescence, 24 h; note: % of control where 0% means no effect; nearly all actives have a fitted effect of over 60% in size
#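 Quantitative HTS format; Huh7 Rab9-luciferase reporter cells (1500/well) receive compound 2 h post-plating, incubate 24 h at 37 °C, then get luciferase reagent for 10 min before luminescence reading.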
# MBNL1-CUG inh: inhibitors of human MBNL1 binding to CUG repeat RNA; Q9NR56; TR-FRET MBNL1-His/biotin-(CUG)12 binding, 665/545 ratio; Potency, µM (series often up to 57.5 µM), for the others: at the highest dose activity change, negative = inhibition, most hits filed as inhibitors; 280,000 tested, 0.036% active; AID 2675; active = well fitted inhibition curve with a large enough effect in the signal ratio, with a control signal flat, not every such curve was filed as active; inconclusive = small, poorly fitted or top-dose-only effect, or effect the other way, or a change in a side signal; inactive = no such curve, though single readings can be large or run the other way; the % refers to the signal ratio; note: % is set by controls: 0 for no effect and ±100 for the full control effect
# Target sequence (Q9NR56 whole entry, looked up): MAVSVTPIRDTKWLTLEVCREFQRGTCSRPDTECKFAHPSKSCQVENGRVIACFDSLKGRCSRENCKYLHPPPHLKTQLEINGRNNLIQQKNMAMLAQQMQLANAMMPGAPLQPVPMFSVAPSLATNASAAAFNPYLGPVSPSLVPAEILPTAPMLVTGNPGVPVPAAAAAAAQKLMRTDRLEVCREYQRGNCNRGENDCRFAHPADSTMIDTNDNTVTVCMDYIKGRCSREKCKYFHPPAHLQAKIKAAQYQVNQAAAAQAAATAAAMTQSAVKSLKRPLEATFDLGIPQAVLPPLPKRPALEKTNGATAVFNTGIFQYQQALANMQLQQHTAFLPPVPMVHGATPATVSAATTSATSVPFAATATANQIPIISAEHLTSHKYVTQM
#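 Compound titration spanned 92 nM–58 uM against the MBNL1-His/biotin-(CUG)12 complex. After 60 min at room temperature with 5 nM streptavidin-XL665 and 0.055 ng/ul terbium anti-His, ratiometric 665/545 nm emission (Ex 340 nm) normalized to controls.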
# ELG1 genotoxic: genotoxicity induction in ELG1-luciferase HEK293T cells; AID 504466; Potency, µM (titrated, usually from 46 µM), inactives show at the highest dose activity change, positive = activation, hits mostly activators; 330,000 tested, 1.3% active; HEK293T ELG1-luciferase reporter, luminescence, 16 h; note: % of control where 0% means no effect; nearly all actives have a fitted effect of over 60% in size
#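 Quantitative HTS format in 1536-well plates. HEK293T ELG1-luciferase reporter cells receive test compound and are incubated 16 hr at 37 °C, 5% CO2; ONE-Glo added, 30 min room temperature, then luminescence read.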
# The depositor's hits bear a star; ? = inconclusive; . = no result given; & = joins results of further samples; [ ] = remark or other dose. Unless noted, calls come from the whole dose curve; as a rule, active = well fitted curve in the direction sought with a large enough effect; inconclusive = small, poorly fitted or top-dose-only effect, or another doubt; inactive = no such curve, though single readings can be large; an effect the other way counts as inactive or inconclusive. Potency is the fitted concentration of half-maximal effect. The order is random. Share with any hit: about 13%.
SMILES,FLuc counter,uPA generation,NPC1 prom act,p53 reactivator,RORgamma inh,VP16 counter,BRCA1 expr act,Rab9 prom act,MBNL1-CUG inh,ELG1 genotoxic
Cc1ccc(N(CC(=O)N2CCOCC2)S(C)(=O)=O)cc1C,1%,1%,0%,0%,23%,-3%,1%,-1%,-5%,0%
CC(C)C(C(=O)NCc1ccco1)N(CC1CCCO1)C(=O)CNS(=O)(=O)c1ccc(F)cc1 (stereo unspecified),3%,-3%,3%,-4%,4%,2%,3%,1%,-4%,2%
COc1ccc(N2CCN(C(=O)c3cccc(N4C(=O)C5CC=CC(C)C5C4=O)c3)CC2)cc1 (stereo unspecified),-2%,3%,-3%,1%,?,21%,-26%,1%,-4%,1%
COc1ccc(-c2cc(-c3cc(C)ccc3O)[nH]n2)cc1,12µM*,-13%,-23%,14%,4µM*,?,-53%,-36%[inhibitor],1%,?
COCC1CCCN(C(=O)c2cc(COc3cncc(Cl)c3)on2)C1 (stereo unspecified),?,-4%,?,?,?,-19%,101%,19%,-5%,2%
O=C(COC(=O)c1ccc(O)cc1)Nc1ccc2c(c1)OCO2,.,0%,.,9%,.,.,-4%,.,.,10%
O=c1oc2ccc(NS(=O)(=O)c3cccc4cccnc34)cc2s1,2%,2%,0%,7%,33%,-2%,-23%,-2%,-11%,1%
CCCc1nnc(SCC(=O)Nc2ccccc2F)o1,1%,3%,-4%,0%,-13%,8%,28%,9%,-5%,2%
Cn1cnnc1SCC(=O)c1ccc2c(c1)NC(=O)CO2,4%,-6%,2%,10%,.,.,13%,1%,.,1%
Oc1cc(O)c2c(c1)O[C@H](c1ccc(O)c(O)c1)[C@@H](O)C2,0%,5%,0%[46.1 µM],1%,5%&-14%,3%&-3%,14%,0%[46.1 µM],5%,-4%
NS(=O)(=O)c1ccc(NC(=O)COC(=O)c2ccc(Cl)nc2)cc1,-1%,5%,1%,-3%,-19%,-11%,18%,13%,.,0%
O=C(Nc1ccc(Br)cc1)C1CCN(C(=O)c2ccc(F)cc2)CC1,6%,4%,-2%,-3%,37%,4%,-9%,0%,-2%,-6%
COC(=O)CNc1cc(S(=O)(=O)N2CCCCC2)ccc1Oc1cccc(C)c1,2%,4%,-4%,2%,23%,-1%,-8%,9%,1%,-3%
O=S(=O)(Nc1cc(Sc2cccc3cccnc23)c(O)c2ccccc12)c1ccc(F)cc1,?,-17%,-22%,-38%[inhibitor],1.3µM*,2.5µM*,-78%,-32%[inhibitor],?,-12%
O=C(Nc1cc(C(F)(F)F)ccc1N1CCOCC1)c1ccco1,0%,-8%,-2%,1%,43%,1%,-2%,-4%,-2%,0%
C/C=C(\C)CN1CCC(n2nccc2NC(=O)c2ccc3c(c2)OCO3)CC1,0%,8%,-4%,0%,-2%,-2%,-14%,-6%,-11%,0%
CN(C)/C=C1\C(=O)Nc2ccccc21,0%,0%,-4%,4%,-13%,-2%,-14%,-7%,10%,-3%
Cc1cccc(NC(=O)CN2C(=O)c3ccccc3C2=O)c1C,1%,8%,-3%,-2%,-16%,11%,1%,2%,3%,1%
COC(=O)C1(NC(=O)NC23CC4CC(CC(C4)C2)C3)CCCCC1,-2%,-5%,-4%,-3%,7%,1%,15%,-12%,-5%,-1%
N#C/C(=C\C1CC=CCC1)c1nc2ccccc2[nH]1 (stereo unspecified),?,.,5%,?,?,?,-71%,-2%,10%,0%
COC(=O)c1ccc(COc2c(F)c(F)cc(F)c2F)o1,-3%,2%,-4%,-2%,0%,5%,-19%,0%,-7%,-6%
Cc1nnc(NC(=O)c2oc3cc(C)c(C)cc3c2C)s1,-11%,.,10%,4%,1%,6%,.,22%,13%,1%
COc1ccc(-c2c(C)nc(N)nc2-c2ccc(OC)cc2O)cc1,3%,1%,2%,2%,-17%,-5%,-27%,14%,-4%,0%
Cc1ccc(-n2nc3c([n+]2[O-])CCc2c-3no[n+]2[O-])cc1,0%,-14%,10%,-3%,-11%,?,-34%,23%,?,2%
CSc1ccccc1NC(=O)CN(C)CC(=O)NCc1ccccc1,3%,2%,-8%,0%,-29%,-28%,-9%,-5%,-5%,-4%
Cc1cccc(OCC(=O)NNC(=O)c2cc(S(=O)(=O)N(C)C)ccc2N2CCCC2)c1,-2%,-5%,0%,-4%,.,.,-4%,-2%,.,-1%
O=C(O)[C@@H]1Cc2c([nH]c3ccccc23)C2CCC(=O)N21 (stereo partly specified),-1%,9%,-2%,-4%,-26%,0%,-28%,-2%,-9%,-1%
C=CCn1c(=O)c2c(nc(Br)n2Cc2ccccc2Cl)n(C)c1=O,-2%,0%,-3%,-4%,-23%,4%,-10%,-6%,12%,0%
COc1ccc(/C=N/NC(=O)c2ccc(NC(=O)c3ccccc3Br)cc2)cc1,-9%,1%,0%,-22%,-1%,-22%,-12%,1%,3%,-8%
Cc1cc(NC(=O)CCC(=O)N(c2cccnc2)C(C(=O)NC2CCCC2)c2ccccc2F)no1 (stereo unspecified),6%,1%,-4%,-1%,?,-2%,22%,-4%,-10%,2%
COc1ccc2cc3c(N)nn(C(=O)Cc4ccc(Cl)cc4)c3nc2c1,0%,2%,9%,6%,?,-20%,-8%,-9%,37%[activator],7%
CCCCN(CC)CCCNC(=S)Nc1ccc2nc(N3CCN(C)CC3)cc(C)c2c1,-1%,-2%,0%,?,-9%,-9%,-24%,1%,-12%,2%
CCOC(=O)N1CCN(C(=O)C(=O)Nc2sc3c(c2C(=O)O)CC(C)(C)OC3)CC1,4%,5%,0%,1%,-25%,-1%,-2%,3%,-2%,-1%
C#CCOCCOCCOCCNc1nc(N2CCN(C(=O)[C@H](CCC(=O)O)n3cc(CN)nn3)CC2)nc(N2CCN(C(=O)[C@H](CCC(=O)O)n3cc(CN)nn3)CC2)n1,.,4%,.,-3%,.,.,-1%,.,.,1%
COc1ccc(C)cc1NCc1cc(=O)oc2cc(-c3ccccc3)c(O)cc12,-13%,-2%,8%,-19%,-33%,1%,-31%,10%,14%,6%
Cc1sc2ncnc(N3CCN(Cc4ccccc4)CC3)c2c1-c1ccc(F)cc1,-2%,-7%,-4%,6%,9%,-20%,-18%,2%,-2%,-13%
COc1ccc(CC(=O)OCC(=O)Nc2cccnc2Cl)cc1OC,-3%,-1%,-2%,6%,5%,-5%,-10%,0%,-1%,0%
CC(C)C[C@H](CO)N(Cc1ccccc1)S(=O)(=O)N(Cc1ccccc1)[C@@H](CO)CC(C)C,.,?,.,-13%,.,.,-68%,.,.,-10%
CCn1c(SCC(=O)N2CCN(c3ccccc3)CC2)nnc1-c1ccoc1C,0%,-2%,-3%,1%,18%,-2%,-35%,13%,14%,-11%
O=C(Cc1ccc(Br)cc1)c1ccc(O)cc1O,15µM*,0%,3.2µM*,?,14%,-13%,11µM*,?,5%,?
Cc1nn(-c2ccccc2)c(N2CCCC2)c1/C=C1\N=C(c2ccc(OC(C)C)cc2)OC1=O,5%,-4%,-2%,-8%,-17%,5%,-10%,-3%,-6%,1%
O=C(Nc1nc2ccc(S(=O)(=O)N3CCCC3)cc2s1)C1CCCO1 (stereo unspecified),6%,-4%,-1%,-1%,11%,7%,9%,-5%,9%,-5%
CCc1ccc(N(CC)C(=O)c2ccc3c(Cl)c4c(nc3c2)CCC4)cc1,7%,-20%,-2%,-6%,4%,23%,-98%[inhibitor],-1%,0%,-7%
CC(C)c1ccc2nc(NC(=O)C3CC3)sc2c1,7.6µM*,?,1.6µM*,?,28%,?,?,1.6µM*,-3%,?
CC(=O)OC1CC(C)(C)N(OC(=O)CCCN2C(=O)c3ccccc3C2=O)C(C)(C)C1,4%,2%,1%,-2%,-9%,-3%,-1%,-3%,2%,-2%
COc1ccc(-c2nc(CS(=O)CC(=O)NC3CCC(C)CC3)c(C)o2)cc1OC (stereo unspecified),?,-21%,?,14%,22%,2%,?,?,0%,?
COc1ccc(OC)c(-n2c(-c3cccc(C)c3)n[nH]c2=S)c1,?,2%,-1%,1%,2.5µM*,-29%,-15%,10%,-3%,0%
O=C(c1ccccc1Sc1ccc([N+](=O)[O-])cc1)N1CCCCC1,2%,-5%,-4%,-4%,2%,-11%,0%,2%,?,-1%
CCC1(c2ccccc2)NC(=O)N(Cc2ccc(C(=O)OC)cc2)C1=O (stereo unspecified),1%,-2%,1%,-12%,15%,2%,-7%,-3%,-13%,-2%
CSCCC1NC2(C(=O)Nc3c(Cl)cccc32)[C@@H]2C(=O)N(C3CCCC3)C(=O)[C@H]12 (stereo partly specified),2%,5%,3%,1%,32%,2%,-33%,1%,-12%,-1%
